# High-throughput results deposited in PubChem BioAssay by several laboratories.
# MRP-1 activ – H69AR viability gain despite doxorubicin, primary screen, MRP-1 activator project, H69AR cells, CellTiter-Glo; viability rescue; viability increase, % at 10 µM; hit rate 0.61% among 140,000; AID 799, 2007;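 active = viability gain under doxorubicin at or above a set limit, the compound median plus 3 SD, cut at about 4.7% in these data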;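 note: MRP-1 overexpressing cells given doxorubicin 25 µM after compound pretreatment; 18-22 h compound pretreatment then 72 h with doxorubicin before readout; 0% = doxorubicin-only wells and 100% = vehicle-treated cells without doxorubicin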
# PTEN del growth – growth suppression of PTEN-null HCT116, primary screen, cell-based, CellTiter-Glo; hit rate 1.2% among 140,000; viability, % at 10 µM; HCT116 PTEN-null viability, 60 h; hits give low values;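 active = viability at or below a set limit, 4 SD under the median of all tested compounds, cut at about 3.7% in these data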;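 note: PTEN knockout HCT116 line with beta catenin targeted HCT116 as companion control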
# NPY-Y2 antag – NPY-Y2 receptor antagonists, primary screen, cell-based; Neuropeptide Y receptor type 2 (Homo sapiens), P49146; NPY-Y2 expressing cells, antagonist mode; inhibition, % at 2.7 µM; hit rate 0.99% among 140,000; AID 793, 2007; in the data active = inhibition above about 17%;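 note: 0% = vehicle with agonist challenge and 100% = reference antagonist with challenge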
# Target sequence (P49146 whole entry, looked up): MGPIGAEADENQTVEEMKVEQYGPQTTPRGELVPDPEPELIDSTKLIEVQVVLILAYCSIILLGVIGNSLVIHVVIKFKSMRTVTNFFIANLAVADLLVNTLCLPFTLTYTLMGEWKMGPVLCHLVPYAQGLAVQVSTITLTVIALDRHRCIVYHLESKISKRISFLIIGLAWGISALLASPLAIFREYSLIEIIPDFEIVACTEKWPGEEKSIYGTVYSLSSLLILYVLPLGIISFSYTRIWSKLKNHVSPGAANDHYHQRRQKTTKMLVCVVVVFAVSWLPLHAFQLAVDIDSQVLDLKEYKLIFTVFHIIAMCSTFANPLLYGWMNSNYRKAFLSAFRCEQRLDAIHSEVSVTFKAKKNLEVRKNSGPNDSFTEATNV
# Phagocyt inh – inhibitors of macrophage phagocytosis, primary screen, imaging, J774A.1 cells, IgG beads; J774A.1 macrophage IgG-bead phagocytosis; inhibition, % at 5 µM; hit rate 0.07% among 110,000;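 active = inhibition above the mean of the plate negative controls plus 5 SD, cut at about 13% in these data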;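 note: phagocytic index as fraction of beads internalized from green versus red external bead signal; plate controls were DMSO negative control for no effect and cytochalasin-D positive control for full effect; some results beyond the cut were filed as inactive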
# GALR2 antag – GALR2 antagonists in receptor-expressing cells, primary screen; Galanin receptor type 2 (Homo sapiens), O43603; AID 828, 2007; hit rate 0.39% among 140,000; inhibition, % at 4 µM; antagonist mode; in the data active = inhibition above about 27%;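 note: cells stimulated with galanin 1-16 at roughly its EC80; 0% = agonist challenge control and 100% = basal control without agonist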
# Target sequence (O43603 whole entry, looked up): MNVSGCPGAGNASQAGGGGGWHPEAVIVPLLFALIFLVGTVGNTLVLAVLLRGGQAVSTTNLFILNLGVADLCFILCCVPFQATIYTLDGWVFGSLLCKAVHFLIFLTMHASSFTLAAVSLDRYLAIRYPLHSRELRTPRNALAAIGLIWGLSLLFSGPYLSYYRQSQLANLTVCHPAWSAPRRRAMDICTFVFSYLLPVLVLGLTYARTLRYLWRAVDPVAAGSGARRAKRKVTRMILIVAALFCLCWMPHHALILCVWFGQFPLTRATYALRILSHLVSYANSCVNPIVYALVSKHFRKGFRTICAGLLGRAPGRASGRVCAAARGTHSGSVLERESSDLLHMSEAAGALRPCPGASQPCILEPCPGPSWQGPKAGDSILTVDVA
# Yeast growth inh – growth inhibitors of yeast BB579 in restrictive medium, primary screen, yeast lifespan-shortening project, S. cerevisiae. hit rate 0.51% among 140,000. AID 804, 2007. inhibition, % at 10 µM. OD615, 48 h;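 active = inhibition above a set limit, 3 SD over the mean compound inhibition, cut at about 44% in these data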; note: inactives centre near -24
#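 Detection: OD615 turbidity measurement; Material: Saccharomyces cerevisiae DeaD strain BB579, replicative lifespan model yeast; Timing: 48 h exposure, 30 °C; Doses: single 10 µM dose; Medium: CSMM-D restrictive synthetic medium containing dextrose (glucose); Controls: amphotericin B at 10 µg/mL as positive control.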
# Yeast life ext – compounds extending yeast replicative lifespan, primary screen, S. cerevisiae, OD615; inhibition of the nicotinamide effect, % at 10 µM; hit rate 0.68% among 130,000; S. cerevisiae growth with nicotinamide; deaD strain in restrictive glucose medium; AID 775, 2007;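 active = inhibition above a set limit, placed 3 SD over the median of all compounds, cut at about 26% in these data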;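 note: 0% = nicotinamide-treated wells and 100% = cells grown without nicotinamide; some compounds called inactive have numbers as strong as hits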
#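 System: Modified budding yeast, DeaD strain | Buffer or medium: Restrictive glucose medium | Also added: 1.5 mM nicotinamide | Doses: 10 µM single point, 0.25% DMSO | Schedule: 48 h compound exposure at 30 °C, humidified | Detection: Absorbance at 615 nm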
# HCT116 bCat-KO – primary screen for growth suppressors in beta-catenin knockout HCT116 cells (colon tumor, human); viability, % at 10 µM; HCT116 beta-catenin knockout viability, CellTiter-Glo, 60 h; hits give low values; hit rate 1.5% among 140,000;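 active = viability at or under a set limit, the compound median less 4 SD, cut at about 6% in these data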;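 note: 0% = Hyamine 1622 control at 20 µM and 100% = untreated cell control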
# Measles CPE – compounds protecting cells from measles virus cytopathic effect, primary screen, measles RdRp inhibitor project, single point, MLSMR library, absorbance | hit rate 1.5% among 140,000 | Measles virus-infected cells, CPE protection | protection (pct of control), % at 4 µM; in the data active = protection mostly above about 24%, no sharp cut-off; inactive = mostly below about 26%; note: some compounds called inactive have numbers as strong as hits
# E-sel TNF inh – E-selectin induction blockers in HUVEC – imaging, immunofluorescence, high content, primary screen | HUVEC TNFa-induced E-selectin immunofluorescence | inhibition, % at 2 µM | hit rate 0.71% among 120,000;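 active = inhibition above the batch mean plus 3 SD, and confirmed as a hit on visual image review, cut at about 43% in these data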;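 note: 0% = TNF-stimulated DMSO wells and 100% = unstimulated control wells; not every result past the cut was called active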
# * = called active by the depositor; . = not tested or not shown.
SMILES,MRP-1 activ,PTEN del growth,NPY-Y2 antag,Phagocyt inh,GALR2 antag,Yeast growth inh,Yeast life ext,HCT116 bCat-KO,Measles CPE,E-sel TNF inh
CCCCCn1c(SCCC(C)C)nc2c1c(=O)[nH]c(=O)n2C,1.4,76,3,-1,-7,0,-4,78,6,.
CC1CC1C(=O)Nc1nc(-c2ccccn2)cs1 (stereo not given),-1.7,16,3,-1,5,-25,-9,21,3,15
O=C(O)/C=C\C(=O)NCc1ccccc1,-0.1,105,1,.,4,-38,3,95,11,30
CN1CCN(Cc2c(O)ccc3c2oc(=O)c2ccccc23)CC1,-0.9,98,5,0,-7,-17,-6,80,6,-28
CCOc1cc2[nH]c(=O)n(Cc3ccccc3)c(=O)c2cc1OCC,-3.7,94,0,2,11,-24,-16,91,7,-6
COc1ccc(N2C(=O)CSC23C(=O)N2CCCc4cccc3c42)cc1 (stereo not given),-0.6,81,2,3,-12,-51,-10,81,6,.
O=C(N/N=C/c1cccn1-c1cccc(C(=O)O)c1)Nc1ccccc1,0.1,98,1,0,-3,1,-2,94,16,-12
Cc1ccccc1C(=O)c1cccn1CC(=O)NCc1ccco1,-2.0,91,-2,.,-8,-34,-1,85,24,62*
CC1CC(C)(C)NC(=S)S1 (stereo not given),-0.7,96,0,0,-8,-28,-6,94,8,-4
Cc1ccc(S(=O)(=O)ON=C2CCN(S(=O)(=O)c3ccccc3)CC2)cc1,-2.8,100,-1,.,4,-24,-11,92,6,-1
CCOC(=O)c1ccc2c(c1)n(CCO)c(C)[n+]2CC,-0.6,110,0,-1,2,8,71*,103,11,9
CCN(CC)CCNC(=O)Cc1nn(CC)c(=O)c2ccccc12,-1.4,105,2,0,12,-14,-3,110,12,.
CC(=O)Nc1ccc(OCC=C(Cl)Cl)cc1,-0.8,90,1,0,-4,14,-22,104,21,7
Cc1cccc(C)c1N(CC(=O)Nc1cc(Cl)ccc1Oc1ccccc1)S(C)(=O)=O,-0.9,40,8,0,-4,9,-13,64,13,2
CC(=O)Nc1ccccc1-c1nc2ccccc2nc1OCC(=O)c1ccc(Br)cc1,-3.7,51,1,.,8,-40,-13,31,5,-13
CCCCOc1ccc(OCCNS(=O)(=O)N(C)C)cc1,-0.9,88,1,-1,8,11,-11,91,7,.
CCOC(=O)c1sc(=S)n(C)c1NC(=O)c1ccc(F)cc1,-1.7,82,6,-5,-4,-38,-2,82,17,.
CC(CO)Nc1nc(SCc2ccccc2)nc2sc3c(c12)CCC3 (stereo not given),-2.5,35,-1,.,-11,-32,-30,20,14,-6
Cc1nn(-c2ccc(C(F)(F)F)cn2)c(C)c1Oc1ccccc1O,2.8,56,3,-1,0,3,-1,49,6,-1
C#CCn1c(=NC(=O)c2ccc(Br)s2)sc2cccc(OC)c21,-3.6,7,15,1,5,-3,-5,15,23,2
c1ccc(-c2cc(-c3ccc(N4CCOCC4)cc3)nc3ccccc23)cc1,4.6,85,1,-10,8,-28,-5,83,21,.
Fc1ccc(NC(=S)NCc2ccccc2Cl)cc1,-3.7,85,3,-7,0,-12,-5,91,5,.
CCOC(=O)/C(=C/c1c[nH]c2ccccc12)NC(C)=O,-1.2,88,0,.,17,5,-8,86,8,11
COc1ccc(CN2C(=O)CCC2(C)C(=O)NC2CCCCC2)c(OC)c1 (stereo not given),-1.6,102,1,-1,-16,-16,-2,91,4,.
CCOC(=O)c1sc2nccc(N(C)C)c2c1N=CN(C)C,-1.3,112,1,0,-8,-68,-12,102,8,.

# More compounds follow.
SMILES,MRP-1 activ,PTEN del growth,NPY-Y2 antag,Phagocyt inh,GALR2 antag,Yeast growth inh,Yeast life ext,HCT116 bCat-KO,Measles CPE,E-sel TNF inh
O=C(CCCn1c(=O)c2sccc2n(Cc2cc(=O)n3ccccc3n2)c1=O)NCc1ccco1,-2.2,108,1,0,5,-14,-10,107,14,8
O=C(CN1c2cccc3cccc(c23)S1(=O)=O)Nc1cccc(S(=O)(=O)N2CCOCC2)c1,1.6,90,2,-11,-6,-42,2,92,4,.
Cc1ccc2[nH]c3c(NCCN4CCOCC4)ncnc3c2c1,-2.4,88,1,-6,7,-39,9,92,9,-24
Cc1ccc(C(=O)CSc2nnc(-c3ccco3)n2CC2CCCO2)cc1 (stereo not given),-2.3,96,4,0,-5,-52,2,98,25,.
CN1CCN(/N=C/c2nc(-c3cccc([N+](=O)[O-])c3)n3ccccc23)CC1,2.1,97,0,.,4,-10,-3,96,1,.
CCOC(=O)C1CCN(Cc2nc3ccccc3c(=O)n2-c2ccc(OCC)cc2)CC1,-4.8,73,-1,4,-5,-32,14,81,14,2
Cn1nc(-c2ccc(OCC(=O)Nc3cccnc3)cc2)c2ccccc2c1=O,-5.8,70,1,-1,5,-12,-19,83,4,7
COC(=O)c1ccc(OC(=O)c2ccccc2F)cc1,1.1,103,4,-4,4,-14,-7,100,4,.
COc1ccnc(N=CNOCc2ccc(F)cc2Cl)c1C#N,0.9,114,3,.,10,-31,-9,112,7,-7
CCCCn1c(SCc2cc(=O)[nH]c3ccccc23)nc2c1c(=O)n(C)c(=O)n2C,-1.8,98,0,-2,6,-23,.,86,10,-93
CC12CN(C(=O)c3ccccc3)C3(C#N)CC1CCC23C (stereo not given),-0.4,94,2,9,4,-3,-7,100,8,18
O=C(N/N=C/c1ccc(Br)s1)c1ccccn1,2.4,92,1,-6,-1,-2,-7,91,2,.
Cc1csc2ncc(C(=O)NCCc3ccccc3)c(=O)n12,-3.0,89,4,0,-5,5,-14,92,10,6
O=C(C1CCCN(S(=O)(=O)c2cccc3nonc23)C1)N1CCC(Cc2ccccc2)CC1 (stereo not given),-3.4,72,2,0,-5,-42,-14,68,5,14
Cc1sc2ncnc(SC(C)C(=O)N3c4ccccc4Sc4ccccc43)c2c1C (stereo not given),2.4,58,3,0,-5,-40,3,56,18,.
COc1ccccc1NC(=O)c1ccccc1NS(=O)(=O)N1CCCC1,-0.4,102,2,1,-8,-22,5,98,8,25
O=C(OC1CCCCC1)c1ccc(NC(=O)C2CCCCC2)cc1,-2.6,66,1,0,-2,-13,-6,69,2,19
COc1ccc(OC)c(S(=O)(=O)NCc2cn3c(C)csc3n2)c1,-0.3,105,-1,1,0,-70,0,91,25,-15
O=C(Nc1ccc(Cl)cc1)c1csc(-c2ccccc2)n1,-1.4,52,20*,0,1,-56,-15,55,0,-10
CCC(C)n1c(/C=C/c2ccccc2)nc2ccccc21 (stereo not given),-2.3,78,5,-5,11,-19,4,77,18,.
CCc1nc(SCC(=O)NCc2ccco2)c2c(=O)n(C)c(=O)n(C)c2n1,-2.9,88,4,-2,3,-44,-4,91,2,.
Cc1c(NC(=O)/C(C#N)=C/c2ccc(-c3ccc(Cl)c(Cl)c3)o2)c(=O)n(-c2ccccc2)n1C,-1.4,77,10,-2,10,-35,5,77,20,.
C=CCN(CC=C)C(=S)Nc1ccccc1,0.1,96,2,.,-5,-9,-2,90,5,-32
CC(C)c1nc(-c2c(N)n(C)c(=O)n(C)c2=O)sc1C(=O)C(C)(C)C,-0.1,100,4,0,5,-22,6,105,3,-38
FC(F)(F)c1cc(C(F)(F)F)c2ccc(N3CCN(c4ccc(Cl)cc4)CC3)nc2n1,-0.4,71,4,.,12,-49,-20,74,7,14

# Following part:
SMILES,MRP-1 activ,PTEN del growth,NPY-Y2 antag,Phagocyt inh,GALR2 antag,Yeast growth inh,Yeast life ext,HCT116 bCat-KO,Measles CPE,E-sel TNF inh
Cc1nc2ncnn2c(C)c1CCC(=O)NCCC1=CCCCC1,-2.3,99,1,-1,-7,-8,-10,100,19,-1
O=C(c1ccc2nc(-c3ccco3)c(-c3ccco3)nc2c1)N1CCN(c2ncccn2)CC1,-2.7,70,1,-8,-3,-29,-23,68,1,-1
N/C(=N\N=C\c1ccc2c(c1)OCO2)c1nonc1N,5.6*,94,1,-1,10,-62,-9,88,3,-18
Cc1ccccc1C1=NC(C(F)(F)F)(C(F)(F)F)c2c(n(C)c(=O)n(C)c2=O)N1,-1.7,80,0,-5,-12,-28,2,93,5,.
COc1ccc(-c2csc(NC(=O)COc3ccc(N(C)S(=O)(=O)c4ccc(C)cc4)cc3)n2)cc1,0.2,69,1,-9,8,-19,-1,74,12,-39
CCNC(=O)COn1c(SCC(=O)NCC)nc2ccccc2c1=O,-2.3,99,-2,.,-1,-44,-12,103,2,-1
CCCCCCC(=O)NCC(=O)OCC(=O)c1ccccc1,-2.4,102,3,0,16,-22,-3,81,7,-11
CC(=O)N1c2c(cc(Br)cc2S(=O)(=O)NCC2COc3ccccc3O2)CC1C (stereo not given),-1.2,64,6,.,2,3,-20,65,3,19

# Given with tabs: part of the list above
SMILES	MRP-1 activ	PTEN del growth	NPY-Y2 antag	Phagocyt inh	GALR2 antag	Yeast growth inh	Yeast life ext	HCT116 bCat-KO	Measles CPE	E-sel TNF inh
FC(F)(F)c1cc(C(F)(F)F)c2ccc(N3CCN(c4ccc(Cl)cc4)CC3)nc2n1	-0.4	71	4	.	12	-49	-20	74	7	14
Cc1nc2ncnn2c(C)c1CCC(=O)NCCC1=CCCCC1	-2.3	99	1	-1	-7	-8	-10	100	19	-1
O=C(c1ccc2nc(-c3ccco3)c(-c3ccco3)nc2c1)N1CCN(c2ncccn2)CC1	-2.7	70	1	-8	-3	-29	-23	68	1	-1
N/C(=N\N=C\c1ccc2c(c1)OCO2)c1nonc1N	5.6*	94	1	-1	10	-62	-9	88	3	-18
Cc1ccccc1C1=NC(C(F)(F)F)(C(F)(F)F)c2c(n(C)c(=O)n(C)c2=O)N1	-1.7	80	0	-5	-12	-28	2	93	5	.
COc1ccc(-c2csc(NC(=O)COc3ccc(N(C)S(=O)(=O)c4ccc(C)cc4)cc3)n2)cc1	0.2	69	1	-9	8	-19	-1	74	12	-39
CCNC(=O)COn1c(SCC(=O)NCC)nc2ccccc2c1=O	-2.3	99	-2	.	-1	-44	-12	103	2	-1
CCCCCCC(=O)NCC(=O)OCC(=O)c1ccccc1	-2.4	102	3	0	16	-22	-3	81	7	-11
CC(=O)N1c2c(cc(Br)cc2S(=O)(=O)NCC2COc3ccccc3O2)CC1C (stereo not given)	-1.2	64	6	.	2	3	-20	65	3	19
